Compound activity from PubChem.
CHRM5 PAM – human M5 muscarinic receptor positive allosteric modulators, primary screen, CHO-K1 cells, Fluo-8 calcium fluorescence | Muscarinic acetylcholine receptor M5 (Homo sapiens), P08912 | CHO-K1 hM5, ACh EC20 PAM; 0% = ACh EC20, 100% = ACh EC100 | activation, % at 3 µM | hit rate 0.3% among 360,000;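 active = activation above the run cutoff, the mean activation of all test compounds plus 3 SD, cut at about 18% in these data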
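Test system: CHO-K1 hM5 cells / Doses: single-point, 3 µM nominal / Times: Post-acetylcholine fluorescence recording 140 s / Technique: Fluo-8 calcium fluorescence / Measure: Max/basal fluorescence ratio as % of EC20–EC100 ACh window / Benchmarks: low control EC20 acetylcholine (0%), high control EC100 acetylcholine (100%) / Replicates: one well per compound, no replicates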
CHO-K1 Ca PAM – nonselective calcium activators in parental CHO-K1 cells, primary screen, counter-screen for M1 PAM project, cell-based, Fluo-8 calcium fluorescence, full deck, 1536-well | activation, % at 3 µM | AID 602247, 2012 | ATP EC20; 0% at ATP EC20, 100% at ATP max | hit rate 0.02% among 360,000;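 active = activation above the run cutoff, the mean activation of all test compounds plus 3 SD, cut at about 40% in these data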;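 note: peak over basal fluorescence ratio in a 140 s read after ATP addition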
M5 antag – human M5 muscarinic receptor antagonists, primary screen, CHO cells, Fluo-8 calcium fluorescence. Muscarinic acetylcholine receptor M5 (Homo sapiens), P08912. CHO-hM5 cells, ACh EC80. inhibition, % at 3 µM. hit rate 0.59% among 360,000. AID 624040, 2012;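 active = inhibition above a per-plate cutoff, the mean of that plate's test compounds plus 3 SD, cut at about 27% in these data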;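 note: 0% = acetylcholine EC80 with DMSO and 100% = DMSO without agonist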
CHO-K1 Ca ag – counter-screen for M1 agonists: effect in parental CHO-K1 cells | activation, % at 3 µM | hit rate 0.48% among 360,000 | Fluo-8 calcium fluorescence; scaled to maximal ATP response, vehicle zero | AID 602248, 2012; in the data active = activation above about 15%;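 note: untransfected CHO-K1 host cells lacking M1 receptor as counterscreen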
CHO-K1 Ca antag – nonselective inhibitor or artifact in parental CHO-K1 cells; hit rate 0.6% among 360,000; ATP-induced calcium, Fluo-8 fluorescence; inhibition, % at 3 µM;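 active = inhibition above a per-plate cutoff, the plate's mean sample inhibition plus 3 SD, cut at about 24% in these data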;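 note: 0% = DMSO plus EC80 ATP and 100% = DMSO alone without ATP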
M5 ag – human M5 muscarinic receptor agonists, primary screen, CHO-K1 cells, Fluo-8 calcium fluorescence. AID 624037, 2012. CHO-K1 hM5 cells; 0% DMSO wells, 100% maximal acetylcholine response. hit rate 0.19% among 360,000. Muscarinic acetylcholine receptor M5 (Homo sapiens), P08912. activation, % at 3 µM;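 active = activation above the run's mean over test compounds plus 3 SD, cut at about 23% in these data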;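 note: signal is peak over basal fluorescence ratio across the kinetic read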
M4 PAM – human M4 muscarinic receptor positive allosteric modulators, primary screen, CHO-K1 cells, Fluo-8 calcium fluorescence | CHO-K1 hM4/Gqi5, ACh EC20; 0% = ACh EC20, 100% = maximal ACh | activation, % at 3 µM | hit rate 0.4% among 360,000;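 active = activation above its plate's cutoff, the mean activation of sample wells plus 3 SD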; note: some results filed as inactive read as strong as hits
Target sequence (P08173 whole entry, looked up): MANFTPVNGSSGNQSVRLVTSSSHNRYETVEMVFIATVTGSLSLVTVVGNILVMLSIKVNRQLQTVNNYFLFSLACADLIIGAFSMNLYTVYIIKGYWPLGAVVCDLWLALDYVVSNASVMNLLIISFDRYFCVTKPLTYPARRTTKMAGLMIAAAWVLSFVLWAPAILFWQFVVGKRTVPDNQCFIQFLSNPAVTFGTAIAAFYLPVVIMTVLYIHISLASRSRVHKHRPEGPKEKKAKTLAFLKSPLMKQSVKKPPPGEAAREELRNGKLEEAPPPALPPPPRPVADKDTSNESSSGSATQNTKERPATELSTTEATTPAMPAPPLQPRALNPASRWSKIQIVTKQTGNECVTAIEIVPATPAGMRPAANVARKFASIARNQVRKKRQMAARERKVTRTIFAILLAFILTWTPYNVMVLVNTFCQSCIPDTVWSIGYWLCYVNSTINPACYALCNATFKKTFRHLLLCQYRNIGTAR
M4 ag – human M4 muscarinic receptor agonists, primary screen, CHO-K1 cells, Fluo-8 calcium fluorescence | AID 624127, 2012 | CHO-K1 hM4/Gqi5; vehicle 0%, full acetylcholine response 100% | activation, % at 3 µM | hit rate 0.14% among 360,000 | Muscarinic acetylcholine receptor M4 (Homo sapiens), P08173;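 active = activation above the run mean over all test wells plus 3 SD, cut at about 32% in these data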;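 note: peak over basal fluorescence ratio per well then scaled between controls; 0% = DMSO wells and 100% = acetylcholine at EC100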
CHRM4 antagonist – human M4 muscarinic receptor antagonists, primary screen, CHO cells, Fluo-8 calcium fluorescence | CHO-hM4 cells, ACh EC80 | inhibition, % at 3 µM | hit rate 0.73% among 360,000 | AID 624125, 2012;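 active = inhibition above its plate's cutoff, the mean inhibition of sample wells plus 3 SD, cut at about 27% in these data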;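 note: 0% = acetylcholine EC80 with DMSO and 100% = DMSO without agonist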
Active calls of the source: *.

canonical_smiles,CHRM5 PAM,CHO-K1 Ca PAM,M5 antag,CHO-K1 Ca ag,CHO-K1 Ca antag,M5 ag,M4 PAM,M4 ag,CHRM4 antagonist
COc1ccc([N+](=O)[O-])cc1/C=N/NC(=O)CNC(=O)c1cccc(F)c1,-2,-8,-1,0.0,14,-4,2,0,-2
Cn1ncc(Cl)c1C(=O)N1CCN(c2ccccc2)CC1,4,7,-9,4.4,0,0,-4,2,0
N#Cc1ccc(C(=O)N/N=C/c2cn(CC(=O)O)c3ccccc23)c(F)c1,0,20,2,0.7,-13,-3,5,0,7
Cc1ccc2c(Cl)c(C)c(N3CCOCC3)nc2n1,5,-4,11,-0.5,-2,-2,9,0,-3
Cc1ccc(C)c(N2CCN(S(=O)(=O)c3cc4c(cc3C)NC(=O)CO4)CC2)c1,2,22,0,0.7,-8,0,-2,0,9
COc1ccc(C)cc1NC(=O)C1CCN(C(=O)C2CC(=O)N(c3ccc(C)cc3)C2)CC1 (centres undefined),11,5,-11,-0.3,3,-3,-2,3,-11
Cc1ccc(SCC(=O)Nc2ccc3c(c2)OCCO3)cc1,-1,2,-4,0.9,-1,-3,-3,-1,-10
O=C(NC1CC1)C1=C[C@@H](c2ccc(C(F)(F)F)cc2)C[C@@H](OCc2ccc(CO)cc2)O1,-3,-4,17,9.5,4,2,2,6,9
Cn1nc(C(F)(F)F)c(C(=O)Nc2ccc(F)cc2F)c1Sc1ccc(Cl)cc1,-10,9,0,0.6,1,-6,-11,-2,7
CCOC(=O)C1C(=O)NC(SCC(=O)OC)=C(C#N)C1c1ccccc1OCC (centres undefined),0,-1,-5,0.2,-6,-3,12,1,-7
CC(c1ccccc1)n1c(N2CCN(C)CC2)nc2c1c(=O)[nH]c(=O)n2C (centres undefined),-5,-6,13,2.1,10,-1,0,0,-4
CCNC(=O)C1CCCN(C(=O)c2ccc3snnc3c2)CC1 (centres undefined),2,5,-3,0.6,0,0,3,3,-5
CSc1ccc(/C=N/NC(=O)CNc2ccc3ccccc3c2)cc1,-1,19,1,0.8,-9,-3,2,2,3
CCOC(=O)C1=CN2CCCC[C@@H]2CC1=O,6,2,2,0.2,-6,-5,-1,0,5
CCCCCCCCN1C(=O)[C@H](CC(=O)NCCCN2CCCC2=O)C[C@@]2(C(=O)OCC)CCCC=C12,-1,-3,-3,0.1,-17,0,5,0,-18
N#CC(C#N)=C(Nc1ccc(F)cc1)SCc1cccc(Br)c1,-19,16,32*,9.7,26*,6,-15,10,19
COc1cccc(/C=C/C(=O)OCC(=O)NCc2ccc3c(c2)OCO3)c1,-1,0,-1,3.1,4,0,-3,0,10
CC(CCc1ccccc1)NC(=O)C1CCN(S(=O)(=O)c2cnc[nH]2)CC1 (centres undefined),-8,17,3,0.9,-2,-2,-5,0,6
O=[N+]([O-])c1ccccc1S(=O)(=O)c1ccccc1,1,7,-6,1.3,-12,-3,-4,1,3
O=P(O)(Cc1ccccc1)c1ccccc1,1,18,-5,0.7,-11,-1,5,0,-1
COc1ccc(-c2cc(C#N)nc(N3CCNCC3)n2)cc1,3,20,-5,0.1,-11,-2,3,0,-1
Cc1cnc(C)c(Nc2nc(C(N)Cc3ccccc3)cs2)n1 (centres undefined),-1,6,1,0.8,-1,2,4,11,-4
CN1C(=O)/C(=C2/C=Cc3ccccc3N2CCCS(=O)(=O)O)SC1=S,1,11,-6,0.0,-7,-2,9,0,3
O=S1(=O)CC(N2CCCC2)CN1Cc1cn(Cc2ccc(Cl)cc2)nn1 (centres undefined),0,-8,-1,0.2,-5,2,2,1,-9
Cc1ccc(-c2cn3cc(C)ccc3n2)cc1,6,-6,-10,-1.4,1,-4,13,-1,-3
COc1cc2c(cc1OC)/C(=C/C(=O)c1ccc(NC(C)=O)cc1)NCC2,-1,11,5,3.7,-16,-1,2,9,-9
CC(C)[C@H](NC(=O)Cc1ccccc1)C(=O)OCc1cc(=O)n2c(n1)sc1ccccc12,-5,13,4,3.5,-5,-1,-2,4,-12
CCCCCOc1ccc(C(=O)OCC(=O)Nc2cc(C)c(C)cc2[N+](=O)[O-])cc1,1,-12,-7,0.1,8,-1,0,0,0
Cc1ccc(C)c(NS(=O)(=O)c2ccc(OCC(=O)N3CCCC3)cc2)c1,4,-6,-2,0.8,4,2,15,2,12
Cc1ccc(CN2CCNC(=O)C2CC(=O)N(C)Cc2cnccn2)cc1 (centres undefined),-2,-1,6,0.4,-10,-1,-3,2,0
O=[N+]([O-])c1cc(S(=O)(=O)O)cc([N+](=O)[O-])c1NN(c1ccccc1)c1ccccc1,-3,-9,0,-0.2,-3,-2,-6,1,-7
CCn1c(=O)c2[nH]c(SC)nc2n(CC)c1=O,1,16,-2,0.7,-9,1,12,0,-8
O=C(Nc1ccccc1)OCCOc1ccccc1,5,6,-9,-0.3,-5,-3,15,-2,4
Cc1cc(=O)oc2cc(OCC(=O)NC3CCCCC3)ccc12,-3,8,15,0.7,-11,-3,-1,0,-16
Cc1ccc(Nc2nc(N/N=C/c3c[nH]c4ccccc34)nc(N3CCOCC3)n2)cc1,-9,12,4,1.1,-19,-5,6,2,-23
OC1CCN(c2ncnc3nc[nH]c23)CC1,0,27,-2,0.7,-9,-1,2,2,-12
Cc1[nH]c2ccccc2c1/C=N/NC(=O)c1cc(C(C)C)[nH]n1,4,18,-1,1.3,-8,-1,-3,1,-8
CCc1ccc(/C=C2/C(=O)N(c3ccccc3)C(=S)N2CC(=O)OC)s1,-2,-9,2,0.6,4,-6,-6,1,0
Cc1ccc(Nc2c(-c3ccccc3O)nc3cnccn23)cc1,4,12,-21,0.7,-3,-5,-1,0,-6
CCN(C(=O)CC(C)C)c1nnc(Cn2nnc3ccccc32)s1,-12,1,2,5.3,5,5,-7,9,-3
COc1ccc2c(CN3CCCCCCC3)cc(=O)oc2c1,2,-1,-5,-0.6,22,3,-8,-3,8
O=C(NN=C1C2CC3CC(C2)CC1C3)c1cccs1,-4,21,0,0.3,-6,0,0,-1,-1
O=C(NCc1cccs1)C(=O)NCC(c1ccco1)N1CCN(c2ccccc2)CC1 (centres undefined),-3,21,5,5.5,-15,-1,6,5,-5
O=C(Nc1ncc2c(n1)CC(c1cccc(Cl)c1)CC2=O)c1ccco1 (centres undefined),-7,-10,3,-0.3,11,-2,8,1,-7
O=C(CN1CCN(c2ccccc2F)CC1)Nc1ccc2c(c1)CCC2,6,17,-11,0.3,-3,0,5,1,1
COc1ccc(OCC(O)CNS(=O)(=O)c2ccc(C)cc2)cc1 (centres undefined),3,6,-3,3.2,-1,5,-5,2,10
COc1ccccc1N1CCN(C(=O)C2CCN(S(=O)(=O)N3CCOCC3)CC2)CC1,-4,22,4,1.5,-4,1,10,2,4
O=c1oc2ccccc2nc1/C=C(\O)c1ccc(Br)cc1,-10,7,12,1.0,-3,-2,-7,0,6
Cc1ccccc1OCCn1c(=O)sc2ccccc21,-5,15,-5,0.0,-7,-9,-7,-2,-1
COc1cc(/C=N/Nc2nncn2/N=C/c2ccc(O)c(OC)c2)ccc1O,-3,24,1,-0.3,-8,0,-1,1,3
CCOC(=O)c1c(C)[nH]c(C(=O)CN2CCOCC2)c1C,-2,12,9,0.1,-11,2,-3,1,6
O=C(Oc1ccccc1-c1nnco1)c1ccccc1,-2,19,0,0.1,-13,-3,-2,0,-4
COc1cccc(C(=O)Cn2c(NCCO)nc3ccccc32)c1,-2,13,-1,4.2,3,-1,-3,1,8
O=C(CSc1nnc(Cc2ccccc2)o1)N1CCCC1,0,28,6,0.2,-21,3,3,1,-1
O=C(O)C1(Nc2ccccc2)CCCC1,13,-4,9,0.3,-1,3,0,0,2
O=C(NCCc1ccc(Cl)cc1)C1CCCN1C(=O)Nc1ccc(F)cc1 (centres undefined),-4,11,5,0.0,1,3,-2,0,3

Following part
canonical_smiles,CHRM5 PAM,CHO-K1 Ca PAM,M5 antag,CHO-K1 Ca ag,CHO-K1 Ca antag,M5 ag,M4 PAM,M4 ag,CHRM4 antagonist
Cc1ccc(C)c(N(C(=O)c2snc(C(N)=O)c2N)C(C(=O)NCC2CCCO2)c2ccc(C)o2)c1 (centres undefined),1,17,2,0.9,-12,-3,1,0,-2
Cc1cccn2c(=O)c(C(=O)NCCCN3CCCCC3C)c(O)nc12 (centres undefined),-1,13,8,1.9,-10,-3,-3,1,2
CCOc1cccc(C=Nc2cc(C)cc(C)c2O)c1O,1,-7,-1,-0.7,-16,2,0,3,0
COc1ccc(OCCNC(=O)c2ccccc2OCC(=O)N2CCCCC2)cc1,-23,7,13,10,-32,3,-8,25,1
O=C(CCNS(=O)(=O)c1ccc(Br)cc1)NC1CCCCC1,7,9,0,1.7,-11,-1,7,2,-6

Compounds as they come, and some 2.7% of all compounds hit somewhere here.
